Screens: PubChem, NMMLSC
Avidin bead fluor: avidin bead compound fluorescence profile | Avidin beads, compound fluorescence 488/530 nm, flow cytometry; stronger effect = higher value | fluorescence (KMESF) at 10 µM | 220,000 compounds, 0.38% hits | AID 1775; in the data active means fluorescence above about 47; further: inactives centre near 10
ABCB1 block: blocks JC-1 efflux by human ABCB1 transporter; CCRF-Adr cells, flow cytometry; inhibition, % at 6.6 µM; 190,000 compounds, 0.067% hits; in the data active means inhibition above about 40%;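 further: 0% = vehicle and 100% = reference inhibitor; higher value means more JC-1 retained so stronger ABCB1 efflux block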
RGS4-Gao reg: modulates binding of RGS4 to human Galphao; P09471; Multiplexed bead flow cytometry; actives lie on both sides; binding response (% of control), % at 10 µM; 220,000 compounds, 0.33% hits; in the data active means binding response below about 49% or above about 150%; inactive means in between;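 further: fluorescent Galphao activated with aluminum fluoride binding bead-coupled RGS4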
Target sequence (P09471 whole entry, looked up): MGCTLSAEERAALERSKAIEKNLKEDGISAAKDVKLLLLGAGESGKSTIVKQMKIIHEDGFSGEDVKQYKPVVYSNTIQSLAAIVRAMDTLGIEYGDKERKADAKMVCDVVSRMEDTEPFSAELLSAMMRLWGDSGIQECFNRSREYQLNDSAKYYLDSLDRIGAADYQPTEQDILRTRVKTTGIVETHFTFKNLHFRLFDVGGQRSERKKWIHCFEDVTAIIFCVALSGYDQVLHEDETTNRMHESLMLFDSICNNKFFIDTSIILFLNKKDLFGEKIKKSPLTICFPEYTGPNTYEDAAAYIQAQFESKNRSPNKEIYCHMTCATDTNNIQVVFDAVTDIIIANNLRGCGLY
Bim-Bcl-2: disrupts Bim peptide binding to human Bcl-2. P10415. Bead-based flow cytometry, Bim peptide-Bcl-2 binding. inhibition, % at 10 µM. 190,000 compounds, 0.06% hits. AID 950; in the data active means inhibition above about 40%; inconclusive means no clear call, values can overlap the other calls;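 further: 0% = no compound wells with probe peptide and 100% = reference peptide inhibitor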
Bim-Bcl-B: inhibitors of Bim-Bcl-B interaction, human; 190,000 compounds, 0.073% hits; AID 951; inhibition, % at 10 µM; bead-based flow cytometry, Bim peptide-Bcl-B binding;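 further: 0% = tracer peptide without compound and 100% = reference inhibitor peptide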
Bim-Bcl-XL: human Bim-Bcl-XL interaction inhibition | Q07817 | Bim peptide-Bcl-XL binding, bead flow cytometry, fluorescence | inhibition, % at 10 µM | 190,000 compounds, 0.04% hits
Target sequence (Q07817 whole entry, looked up): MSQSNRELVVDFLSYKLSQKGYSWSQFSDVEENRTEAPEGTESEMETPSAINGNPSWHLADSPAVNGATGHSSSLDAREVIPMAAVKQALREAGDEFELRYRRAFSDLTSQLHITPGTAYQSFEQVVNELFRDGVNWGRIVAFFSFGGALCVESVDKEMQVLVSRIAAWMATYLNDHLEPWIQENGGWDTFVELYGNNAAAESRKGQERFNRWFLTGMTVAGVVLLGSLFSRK
GSH bead fluor: GSH bead compound fluorescence profile; GSH beads flow cytometry, compound fluorescence 488/530 nm; stronger effect = higher value; fluorescence (KMESF) at 10 µM; 190,000 compounds, 0.25% hits; AID 1776; in the data active means fluorescence above about 89;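 further: glutathione beads carrying GST-tagged Bcl family fusion proteins plus one bare bead set; values are compound well signal with DMSO vehicle wells as background; inactives centre near 16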
ABCG2 block: human ABCG2 inhibition, ABCB1 as counter-screen | 190,000 compounds, 0.1% hits | IgMXP3 cells, JC-1 efflux, flow cytometry | inhibition, % at 6.6 µM | Q9UNQ0 | AID 1325;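 active means inhibition above 80%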;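 further: 0% = DMSO and 100% = nicardipine control wells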
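Measure – % inhibition of efflux relative to nicardipine and DMSO · Test system – ABCG2 IgMXP3 and barcoded ABCB1 CCRF-Adr cell mix · Control set – nicardipine as high control, DMSO as low control · Compound – one concentration, 6.6 µM final · Signal – flow cytometry of retained JC-1 fluorescence · Timing – 10 min exposure at 25 °C with rotation, no wash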
Bim-Bfl-1: human Bim-Bfl-1 interaction inhibition. inhibition, % at 10 µM. 190,000 compounds, 0.12% hits. Bead-based flow cytometry, Bim-Bfl-1 binding inhibition. AID 1008;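 further: 0% = wells without compound plus tracer and 100% = blocker peptide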
Bcl-W Bim block: inhibitors of Bim-Bcl-W interaction, human | bead-based flow cytometry, Bim peptide-Bcl-W binding | inhibition, % at 10 µM | 190,000 compounds, 0.02% hits | Q92843;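 further: 0% = bound tracer without compound and 100% = peptide blocker; higher means less fluorescent Bim peptide bound to Bcl-W beads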
Target sequence (Q92843 whole entry, looked up): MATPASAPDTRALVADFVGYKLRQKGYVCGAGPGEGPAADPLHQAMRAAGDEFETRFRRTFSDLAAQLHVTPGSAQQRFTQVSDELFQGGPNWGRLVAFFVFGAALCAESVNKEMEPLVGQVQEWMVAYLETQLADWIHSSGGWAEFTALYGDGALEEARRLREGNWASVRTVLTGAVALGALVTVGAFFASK
RGS7-Gao: modulates binding of RGS7 to human Galphao. 220,000 compounds, 0.35% hits. P09471. Multiplexed bead flow cytometry; actives lie on both sides. binding response (% of control), % at 10 µM. AID 1439; in the data active means binding response below about 49% or above about 150%; inconclusive means no clear call, values can overlap the other calls; inactive means in between;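 further: fluorescent Galphao held in activated GDP-AlF4 state binding bead-coupled RGS7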
The depositor's hits bear a star; ? = inconclusive; nt = not tested or not shown. Unless noted, no stated cut-off is given here; in the data, active means inhibition above about 40%.

Values in the order: Avidin bead fluor, ABCB1 block, RGS4-Gao reg, Bim-Bcl-2, Bim-Bcl-B, Bim-Bcl-XL, GSH bead fluor, ABCG2 block, Bim-Bfl-1, Bcl-W Bim block, RGS7-Gao
1: Cc1ccc(CN2CCC(c3cc(-c4cccs4)n[nH]3)CC2)cc1
    5, -0.1, 86, -4, -2, 0, 14, 4, -2, 2, 93
2: CC(=O)c1c(C)[nH]c(C(=O)Nc2cccnc2)c1C
    7, 0.1, 105, -6, -2, -7, 45, 2, -11, 0, 101
3: COc1ccc(C(=O)OCC(=O)Nc2cc(C)c(C)cc2[N+](=O)[O-])cc1
    13, -8.4, 97, -8, -5, -1, 11, 0, -2, -3, 97
4: CCOC(=O)CNC(=O)CSc1nnc(-c2ccccc2)c(-c2ccccc2)n1
    10, 1.2, 99, 2, -2, 0, 16, 4, -3, 0, 100
5: COc1ccccc1CN1C[C@@H]2C[C@@H](c3cccc(C)n3)N3CCC[C@@]23C1=O
    13, 0.2, 111, 0, 1, 0, 11, 1, 1, 1, 120
6: O=C(/C=C/c1ccoc1)c1ccccc1O
    10, -0.1, 97, -2, -7, -7, 5, 10, 0, -2, 102
7: COc1ccc(/C=C/CN2CCN(Cc3ccccc3)C(CCO)C2)cc1 (stereo unspecified)
    3, 1.2, 98, -6, -7, -3, 11, 2, -2, -2, 95
8: Cc1ccc(S(=O)(=O)NC2=NCN(C3CCCCC3)CN2)cc1
    18, 0.0, 107, -4, -6, -1, 11, 2, -11, -4, 100
9: c1ccc(-c2ccccc2OCCn2cncn2)cc1
    9, 0.5, 96, -2, -2, -1, 55, 2, -2, 0, 95
10: CC1(C(=O)Nc2nccs2)Cc2ccccc2C(=O)O1 (stereo unspecified)
    10, 0.1, 96, -7, -8, -4, 49, 0, -8, 2, 98
11: O=C(Cn1cnc2ccccc2c1=O)c1ccccc1
    8, 0.1, 101, 3, -5, -4, 15, 0, 1, 0, 102
12: N/C(=N\c1nc2c(c(=O)[nH]1)CCC2)Nc1cccc2ccccc12
    9, 0.1, 101, -7, -5, 0, 12, 3, -10, 5, 101
13: CCN(CC)S(=O)(=O)c1ccc(C(=O)Nc2nnc(C(C)C)s2)cc1
    9, -2.7, 96, -5, -4, -3, 24, -2, -9, 1, 98
14: O=C(COc1ccccc1)Nc1ccc2c(c1)nc1n2CCOC1
    10, 0.7, 103, -10, -7, -1, 27, 5, -14, 0, 100
15: CC(C)CN(/C=N/c1sc2c(c1C#N)CCCCC2)CC(C)C
    9, 1.4, 102, -6, -5, 2, 10, 15, -5, 4, 100
16: O=C(O)CCN1C(=O)/C(=C/c2cn(-c3ccccc3)nc2-c2cccs2)SC1=S
    11, 0.0, 97, -1, -8, -6, 16, 1, -5, -5, 99
17: COCCCNC(=O)CCc1nc2cccnc2n1Cc1ccccc1
    14, -0.3, 100, -9, -7, -5, 32, 16, -21, -1, 96
18: CCN(CC)c1ccc(C2C3CCCCC3(O)CCN2C(=O)c2cccs2)cc1 (stereo unspecified)
    13, 0.3, 101, -3, -10, -11, 18, 1, -16, -5, 102
19: COC(=O)C1=C(C)NC2=C(C(=O)CCC2)C1c1cn(Cc2ccc(Br)cc2)nc1-c1ccccc1 (stereo unspecified)
    34, 3.4, 105, 2, -1, -3, 17, 2, 1, 1, 102
20: CN=C1SC(CC(=O)Nc2cccc(Cl)c2Cl)C(=O)N1C (stereo unspecified)
    1, 0.8, 88, 0, -1, -3, 55, 4, 0, -3, 92
21: Cn1cnnc1SCC(=O)Nc1c(F)cc(F)cc1Br
    nt, -0.3, nt, -7, -5, -2, 41, 1, -8, 2, nt
22: COc1ccccc1Nc1nc(-c2cccc([N+](=O)[O-])c2)nc2ccccc12
    9, -0.3, 101, -10, -9, -4, 17, -1, -12, 4, 103
23: Cn1nnnc1-c1cc(Cl)cc(Cl)c1
    11, 0.6, 103, 0, -3, 0, 14, 3, -4, 0, 99
24: N#CC(c1ccccc1F)(c1ncc(C(F)(F)F)cc1Cl)N1CCOCC1 (stereo unspecified)
    10, 0.0, 91, -5, -7, 0, 33, 0, -11, 3, 90
25: Cc1ccc(NC(=O)CO/N=C(\N)c2nonc2N)cc1C
    9, 0.2, 92, 1, 1, 1, 9, 41, -2, 0, 92
26: O=S(=O)(Nc1cccc2nsnc12)c1ccccc1
    8, 0.3, 96, -5, -8, -4, 11, 2, -9, 4, 98
27: Cc1sc2nc(SCC(=O)NCc3ccco3)n(CCc3ccccc3)c(=O)c2c1C
    16, 3.2, 98, -5, -8, -4, 24, 6, -5, -1, 97
28: CCC(=O)N1CCc2cc(S(=O)(=O)CCC(=O)NCCc3ccc(OC)c(OC)c3)ccc21
    6, 0.2, 99, -6, -7, -3, 45, 1, -9, 1, 98
29: CS(=O)(=O)N1CCN(C(=O)c2csc3ccccc23)CC1
    43, 0.4, 104, 0, -5, -4, 17, 1, 0, -4, 107
30: COC(=O)c1cccc(NC(=S)NCc2ccc(Cl)cc2)c1
    5, 0.1, 98, -15, -15, -2, 34, 4, -18, -5, 94
31: CCOCCCNc1nc(C)nc2c1nnn2Cc1c(F)cccc1Cl
    9, 0.6, 101, -4, -1, 1, 20, 4, -5, -1, 98
32: Clc1ccc(Cn2cccc2C2=NCCO2)cc1
    9, 1.6, 107, 0, 1, 0, 16, 5, 0, 2, 104
33: CCOC(=O)C1=C(c2ccccc2)NC(SCC)=C(C#N)C1c1cccnc1 (stereo unspecified)
    13, 1.3, 101, -11, -11, -4, 27, 3, -17, 0, 98
34: COc1ccc(C(=S)N2CCNCC2)cc1
    8, 0.8, 102, -9, -6, 7, 50, 2, -9, 1, 99
35: COC(=O)C1=C(C)NC(C)=C(C(=O)OC)C1c1cn(-c2ccccc2)nc1-c1ccco1
    17, 1.7, 103, 0, -2, 0, 13, 3, 0, 0, 102
36: COc1ccccc1Nc1nc(=O)[nH]nc1C
    36, 0.5, 100, 2, -2, -8, 17, 1, 0, -6, 101
37: Cc1cc(N)n2nc(C)c(-c3ccccc3)c2n1
    31, -0.1, 95, -3, 0, -2, 12, 0, 0, -3, 95
38: COc1ccc(C(=O)CC(c2ccccc2)S(=O)(=O)c2ccc(C)cc2)cc1 (stereo unspecified)
    8, 1.2, 94, 2, 0, -1, 3, 0, 1, 1, 91
39: O=C(C1CCCO1)N1CCN(c2ccc(F)cc2)CC1 (stereo unspecified)
    19, 0.1, 101, 9, 0, 0, 15, 0, -4, 0, 100
40: N=C1S/C(=C\c2ccc(O)cc2)C(=O)N1c1ccc(F)cc1
    11, -0.5, 99, 0, -4, -2, 13, -2, -2, -2, 100
41: CCN(CC)c1cc(-c2ccccc2)ncn1
    23, 0.3, 108, -7, -7, -7, 14, 3, -7, -2, 111
42: COc1ccc(C(CNC(=O)c2ccc(C)c(S(=O)(=O)N3CCCCC3)c2)N(C)C)cc1OC (stereo unspecified)
    19, 2.2, 99, -4, -4, -2, 10, 0, -10, -1, ?
43: CCCOc1ccc(S(=O)(=O)NCCN2CCOCC2)c2ccccc12
    10, 2.4, 104, -6, 3, -9, 37, 19, -7, -5, 100
44: CC(C)NCCOCCOc1ccccc1F
    16, 0.5, 105, -4, 3, 0, 15, 4, 2, 0, 105
45: COc1ccc(N2C(=O)CC(Sc3nccc(C)n3)C2=O)cc1 (stereo unspecified)
    9, -0.1, 101, 0, -1, 0, 16, 0, -1, -2, 101

Fetched one by one from the entries so far:
Values in the order: Avidin bead fluor, ABCB1 block, RGS4-Gao reg, Bim-Bcl-2, Bim-Bcl-B, Bim-Bcl-XL, GSH bead fluor, ABCG2 block, Bim-Bfl-1, Bcl-W Bim block, RGS7-Gao
34: COc1ccc(C(=S)N2CCNCC2)cc1
    8, 0.8, 102, -9, -6, 7, 50, 2, -9, 1, 99
33: CCOC(=O)C1=C(c2ccccc2)NC(SCC)=C(C#N)C1c1cccnc1 (stereo unspecified)
    13, 1.3, 101, -11, -11, -4, 27, 3, -17, 0, 98
31: CCOCCCNc1nc(C)nc2c1nnn2Cc1c(F)cccc1Cl
    9, 0.6, 101, -4, -1, 1, 20, 4, -5, -1, 98
42: COc1ccc(C(CNC(=O)c2ccc(C)c(S(=O)(=O)N3CCCCC3)c2)N(C)C)cc1OC (stereo unspecified)
    19, 2.2, 99, -4, -4, -2, 10, 0, -10, -1, ?
37: Cc1cc(N)n2nc(C)c(-c3ccccc3)c2n1
    31, -0.1, 95, -3, 0, -2, 12, 0, 0, -3, 95

(continued)
Values in the order: Avidin bead fluor, ABCB1 block, RGS4-Gao reg, Bim-Bcl-2, Bim-Bcl-B, Bim-Bcl-XL, GSH bead fluor, ABCG2 block, Bim-Bfl-1, Bcl-W Bim block, RGS7-Gao
46: O=C(Cn1cncc1-c1ccc([N+](=O)[O-])cc1)Nc1cccc2ccccc12
    16, -1.5, 98, 22, 18, 3, 11, 2, 17, 0, 98
47: COc1ccc(/C=C/C(=O)NCCN=C2NS(=O)(=O)c3ccccc32)cc1
    9, 0.6, 98, -5, -3, 0, 22, 2, -6, 0, 97
48: CCCOc1ccccc1N1C(=O)CC(N2CCOCC2)C1=O (stereo unspecified)
    15, 0.2, 99, 0, 4, 1, 16, 0, 0, -1, 101
49: O=C(Nc1cc(S(=O)(=O)N2CCOCC2)ccc1O)c1ccc2c(c1)S(=O)(=O)c1ccccc1C2=O
    8, -0.7, 99, -7, -65, -22, 16, -2, 19, -12, 102
50: CCn1cc(CNC(=O)c2cc(COc3ccc(F)cc3F)on2)cn1
    10, -0.4, 100, -3, -2, -1, 14, 0, -5, 0, 103
51: CC#CCC(CC#CC)c1nc2ccccc2c(=O)n1N
    6, nt, 101, -3, -6, -5, 13, -1, -2, -6, 102
52: CC(=O)Nc1nonc1NC(=O)c1ccc(F)cc1
    34, 0.5, 102, -2, 0, -2, 24, 12, -1, 2, 99
53: CCCCCCNC(=O)C(C(=O)OCC)C1CCCCC1 (stereo unspecified)
    12, 2.3, 99, -1, -1, 1, 23, 14, -3, 0, 104
